# Screening data deposited in PubChem by several laboratories.
# ABCB6 inh MLPCN – inhibitors of human ABC transporter ABCB6. Q9NP58. fluorescence ratio to DMSO, % at 10 µM. K562-ABCB6 porphyrin accumulation, flow cytometry, 1 h; hits give low values. 360,000 compounds, 0.19% hits;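 active = fluorescence ratio to DMSO below 75%, the collection mean minus 3 SD; inconclusive = too few cells collected in the well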;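 note: signal is porphyrin accumulated inside mitochondria; 100% equals median channel fluorescence of DMSO control wells; lower ratio means ABCB6 inhibition with less porphyrin fluorescence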
# MC4R ag barr – activates human MC4R beta-arrestin recruitment. P32245. U2OS MC4R beta-arrestin complementation, luminescence; percent of melanotan II response, DMSO zero. activation, % at 8.9 µM. 360,000 compounds, 0.98% hits;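 active = activation above a per-plate cutoff, the mean activation of sample wells on that plate plus 3 SD, cut at about 8% in these data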
# Target sequence (P32245 whole entry, looked up): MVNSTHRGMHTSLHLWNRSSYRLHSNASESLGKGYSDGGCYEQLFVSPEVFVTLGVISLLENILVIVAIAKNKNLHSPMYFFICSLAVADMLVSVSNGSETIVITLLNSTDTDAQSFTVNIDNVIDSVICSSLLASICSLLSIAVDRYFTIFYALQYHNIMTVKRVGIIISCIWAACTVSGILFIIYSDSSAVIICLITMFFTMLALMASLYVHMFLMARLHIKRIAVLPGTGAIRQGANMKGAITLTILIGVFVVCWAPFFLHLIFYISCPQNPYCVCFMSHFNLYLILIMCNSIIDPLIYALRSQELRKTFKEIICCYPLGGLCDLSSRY
# Granule exo inh – lytic granule exocytosis inhibition; TALL-104 LAMP-1 surface exposure, flow cytometry; cells stimulated with thapsigargin and PMA; inhibition, % at 10 µM; 360,000 compounds, 0.66% hits; AID 651702;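 active = inhibition above about 55%, limit read from the data; inconclusive = no clear call, values can overlap the other calls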
# MC4R antag cAMP – human MC4R antagonism in cAMP assay; P32245; AID 540295; MC4R-expressing cells, MTII-stimulated cAMP, LANCE TR-FRET; inhibition, % at 6.5 µM; 360,000 compounds, 0.48% hits;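 active = inhibition above its plate's cutoff, the mean of tested wells on that plate plus 3 SD, cut at about 29% in these data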;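 note: 0% = Melanotan II alone and 100% = Melanotan II plus saturating MCL0020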
#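 Material – human MC4R-expressing U2OS cells · Repeats – no replicates · Detection – TR-FRET with Eu-cAMP and labeled anti-cAMP, 671 nm · Times – compound 30 min, challenge 1 h, detection 1 h · Compound – single nominal compound dose of 6.5 µM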
# aDG glyco act – increases alpha dystroglycan glycosylation; Pro5-aDG cells, alpha-DG glycosylation AlphaScreen (IIH6); 0% Pro5, 100% B10-LARGE cell signal; activation, % at 10 µM; AID 624168; 360,000 compounds, 0.22% hits;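 active = activation of at least 8% versus controls, or a plate z-score of at least 8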;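 note: Pro5 are CHO cells carrying HIG-tagged alpha-DG that lacks glycosylation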
# Glyco luc inh – N-linked glycosylation inhibition | 360,000 compounds, 0.23% hits | D54 ERlucT glycosylation luciferase reporter, 24 h; percent of 100 nM tunicamycin response | reporter increase, % at 12.5 µM;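 active = mean luciferase reporter signal, scaled so untreated is 0 and the glycosylation-blocking control 100, at or above a set limit in every replicate; inconclusive = mean reaches the limit but not every replicate does; inactive = mean below the limit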;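 note: luciferase carries N-glycosylation sites so blocking glycosylation raises the light; 0% = median of neutral control wells and 100% = median of 100 nM tunicamycin wells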
# TLR9-MyD88 inh – TLR9-MyD88 interaction inhibition. Q9NR96+Q99836. CHO BLA complementation TLR9-MyD88, CCF4 FRET ratio. inhibition, % at 4.98 µM. 340,000 compounds, 0.21% hits. AID 504734;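 active = inhibition above the mean over all tested compounds plus 3 SD, cut at about 21% in these data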;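 note: 0% = DMSO only wells and 100% = clavulanate BLA inhibitor control wells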
# NOD2-RIPK2 inh – NOD2-RIPK2 protein interaction inhibition; 360,000 compounds, 0.38% hits; CHO BLA complementation NOD2-RIPK2, CCF4 ratio; AID 624267; inhibition, % at 4.98 µM; O43353; in the data active = inhibition above about 21%;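 note: 0% = vehicle only and 100% = reference blocker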
# Target sequence (O43353 whole entry, looked up): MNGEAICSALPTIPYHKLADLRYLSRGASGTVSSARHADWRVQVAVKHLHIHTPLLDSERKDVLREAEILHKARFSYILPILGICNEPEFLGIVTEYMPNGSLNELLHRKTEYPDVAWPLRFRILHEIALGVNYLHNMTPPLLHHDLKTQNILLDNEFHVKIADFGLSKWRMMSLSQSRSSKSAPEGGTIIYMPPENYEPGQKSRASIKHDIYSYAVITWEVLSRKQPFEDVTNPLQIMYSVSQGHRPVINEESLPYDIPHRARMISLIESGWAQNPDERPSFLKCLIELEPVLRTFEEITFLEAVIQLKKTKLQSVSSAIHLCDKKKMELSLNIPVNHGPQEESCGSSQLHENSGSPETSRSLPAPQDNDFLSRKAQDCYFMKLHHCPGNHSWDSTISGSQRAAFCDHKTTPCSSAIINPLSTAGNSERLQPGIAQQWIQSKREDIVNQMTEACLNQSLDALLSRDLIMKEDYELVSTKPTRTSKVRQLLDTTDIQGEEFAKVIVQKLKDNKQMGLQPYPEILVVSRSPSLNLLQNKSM
# ABHD5 PLIN5 PPI – ABHD5-PLIN5 protein interaction inhibition. Q00G26+Q8WTS1. Split G. princeps luciferase complementation, luminescence, 4 h. inhibition, % at 4 µM. 360,000 compounds, 0.78% hits. AID 602281;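 active = inhibition above the mean inhibition across every tested compound plus 3 SD, cut at about 22% in these data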;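 note: 0% = DMSO only wells and the 100% control is not disclosed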
# Vif imaging – HIV Vif inhibition; HEK293T cells, Vif self-association by quenched fluorescence, imaging, 24 h; inhibition, % at 7.49 µM; 340,000 compounds, 0.35% hits; in the data active = inhibition above about 50%, passing the limit was not always enough; inconclusive = no clear call, values can overlap the other calls; inactive = below about 31%; note: some results filed as inactive read as strong as hits
# * hit, by the source's call; i = inactive; u = inconclusive; x = no result given. The list is partial. The share of hits here may be higher or lower than overall.
[1] Cc1ccc(NC(=O)CSc2nc3[nH]ncc3c(=O)[nH]2)cc1
[2] Cc1ccc(C(=O)O)c(C(=O)Nc2nc(C)cs2)c1
[3] O=C(CCN1C(=O)/C(=C/c2ccccc2Cl)SC1=S)NC1CCS(=O)(=O)C1 (configuration not stated)
[4] S=C(NCc1ccco1)Nc1ccc(Br)cn1
[5] O=C(O)c1ccccc1C(=O)NCc1ccccc1
[6] COc1ccc(Cl)cc1-c1cc(C(=O)Nc2ccc(C)c(NS(C)(=O)=O)c2)[nH]n1
[7] CCN(CC)CC(O)COCCC12CC3CC(CC(C3)C1)C2 (configuration not stated)
[8] CCCOC(=O)c1ccc(NC(=O)c2cc(=O)[nH]c3ccccc23)cc1
[9] CCOc1ccc2nc(SCC(=O)NCC3CCCO3)sc2c1 (configuration not stated)
[10] CCN(CC)c1cc2nonc2c2nonc12
entry no.	1	2	3	4	5	6	7	8	9	10
ABCB6 inh MLPCN	102	98	94	94	100	95	95	95	88	97
MC4R ag barr	-1.1	-1.1	-1.0	-2.1	0.5	2.0	1.9	3.9	-1.2	0.9
Granule exo inh	26	2	-3	5	2	22	2	0	-23	1
MC4R antag cAMP	-2	-9	1	-2	-1	21	-1	20	-1	2
aDG glyco act	-0.4	-0.3	-0.1	4.1	-0.2	-0.4	0.5	0.0	0.1	3.2
Glyco luc inh	-1	1	0	0	2	5	0	-2	0	2
TLR9-MyD88 inh	0	-7	5	-2	-2	x	-5	-1	6	3
NOD2-RIPK2 inh	-13	7	4	-4	-6	-4	2	-8	7	12
ABHD5 PLIN5 PPI	2	0	-1	4	-4	2	2	-3	-4	-1
Vif imaging	-21	-13	10	7	5	-10	-11	0	20	5

[11] CC1(C(=O)NS(=O)(=O)c2ccccc2)CCN1C(=O)C1(c2ccccc2)CCCC1 (configuration not stated)
[12] O=C(CCl)NC(Cc1ccccc1)c1ccccc1 (configuration not stated)
[13] CC(C)NC(=O)COC(=O)C1CSC2(c3ccc(Br)cc3)CCC(=O)N12 (configuration not stated)
[14] COC(=O)C1C(=O)c2c([nH]c(C(=O)OC3CCCCCC3)c2C)CC1C (configuration not stated)
[15] CC(Cl)=CCn1c(NCCc2ccccc2)nc2c1c(=O)n(C)c(=O)n2C
[16] O=C(Nc1ccc(F)cc1)c1ccccc1CC[N+](=O)[O-]
[17] CN(C)S(=O)(=O)N1CCCC(C(=O)c2ccc(-c3ccccc3)cc2)C1 (configuration not stated)
[18] CC1CCN(C(=O)CCn2c(=O)oc3ccc(Cl)cc32)CC1
[19] CCC(C)NC(=O)CSc1nnc(-c2cc(-c3ccc(C)cc3)nc3ccccc23)n1N (configuration not stated)
[20] CC(=O)N1CCCc2ccc(NS(=O)(=O)c3ccc(C)cc3)cc21
entry no.	11	12	13	14	15	16	17	18	19	20
ABCB6 inh MLPCN	103	92	97	103	96	97	96	92	99	96
MC4R ag barr	-1.1	-0.7	-5.2	4.7	2.4	0.3	-1.1	-0.9	0.1	-2.3
Granule exo inh	-3	1	-1	1	-3	-3	-4	4	-4	2
MC4R antag cAMP	14	8	-4	5	4	3	12	4	0	-2
aDG glyco act	-0.1	1.2	-0.2	0.1	1.5	0.0	1.5	-0.2	-0.3	0.9
Glyco luc inh	-1	5	0	-5	-6	2	-2	-4	1	1
TLR9-MyD88 inh	x	-3	-10	-2	x	-3	-1	-8	5	-5
NOD2-RIPK2 inh	4	-14	-5	9	-8	-8	-9	-13	-1	-9
ABHD5 PLIN5 PPI	1	1	4	1	9	-2	-15	6	0	10
Vif imaging	-1	-1	1	-1	x	0	3	x	-11	-17

[21] CC(=O)c1cn(CC(=O)Nc2ccccc2)c2ccccc12
[22] CC12CCC(C(=O)CC1=O)C2(C)C (configuration not stated)
[23] Oc1ccc(C=NN=C2c3ccccc3-c3ccccc32)c(O)c1
[24] O=[N+]([O-])c1ccc2n[nH]nc2c1
[25] CCOC(=O)c1oc2ccccc2c1COC(=O)CNC(=O)c1ccc(C)cc1
[26] Cc1c(C(=O)NN)nn(-c2ccc(F)cc2)c(=O)c1C#N
[27] Cc1ccc(C(=O)NCCNS(C)(=O)=O)cc1
[28] COc1ccccc1OCCCn1c(=O)sc2ccccc21
[29] COc1ccc(N=C2C(=Nc3ccc(OC)cc3)N(c3ccccc3)C(=S)N2C(=O)c2ccc(Cl)cc2)cc1
[30] CCCCNS(=O)(=O)c1ccc2nc(SCC(=O)Nc3ccccc3Cl)[nH]c2c1
entry no.	21	22	23	24	25	26	27	28	29	30
ABCB6 inh MLPCN	102	102	117	87	93	97	105	87	103	97
MC4R ag barr	-2.3	-1.1	-0.6	-2.5	0.5	-0.1	1.8	-1.0	1.7	-0.5
Granule exo inh	3	5	9	4	-2	-4	-1	-1	0	4
MC4R antag cAMP	3	1	-2	3	0	2	3	-4	0	8
aDG glyco act	1.5	-0.1	-0.5	0.1	-0.2	-0.2	-0.1	0.1	-0.2	-0.1
Glyco luc inh	2	0	1	1	-1	1	1	0	-18	1
TLR9-MyD88 inh	-7	-2	3	-7	2	-7	-5	5	2	-6
NOD2-RIPK2 inh	-3	-18	-73	0	-4	-10	-3	1	-7	-2
ABHD5 PLIN5 PPI	-4	-10	8	-5	-3	-13	-7	-5	-4	-13
Vif imaging	-4	-5	-7	29	6	0	-2	11	2	-1

[31] CCCOc1ccc(CSCCNC(=S)Nc2ccccc2)cc1
[32] Cc1[nH]n(-c2ccccc2)c(=O)c1N=Nc1cccc(C(=O)O)c1
[33] OC1(c2ccccc2)CNCCc2ccccc21 (configuration not stated)
[34] O=C(OCC(=O)N(C1CCCCC1)C1CCCCC1)c1ccccc1O
[35] COc1cc(OC)c(C2C(C#N)=C(C)NC(C)=C2C#N)c(C(=O)O)c1
[36] CCn1cc(C2=NC(CCSC)CO2)c2ccccc21 (configuration not stated)
[37] CCN(CC)CCNS(=O)(=O)c1ccc(/C=C/C(=O)O)cc1
[38] COc1ccccc1-c1nc(C#N)c(N2CCN(Cc3ccccc3)CC2)o1
[39] O=C(NCCc1ccccn1)c1c(-c2ccccc2)sc2ccccc12
[40] Cc1c2ccncc2cc2c1[nH]c1ccccc12
entry no.	31	32	33	34	35	36	37	38	39	40
ABCB6 inh MLPCN	101	98	100	94	97	96	90	94	95	141
MC4R ag barr	-0.2	0.2	-0.8	0.9	-0.7	-4.0	-1.8	0.3	-0.9	1.8
Granule exo inh	6	2	6	9	-3	-2	-4	0	5	1
MC4R antag cAMP	9	-3	9	6	4	-5	-5	3	4	10
aDG glyco act	2.6	-0.2	-0.1	0.2	-0.1	0.0	-0.3	0.1	0.0	1.0
Glyco luc inh	-2	-12	0	-3	2	-2	0	2	0	3
TLR9-MyD88 inh	-4	-3	-8	1	-2	0	-16	-5	-2	-7
NOD2-RIPK2 inh	2	0	2	-8	-6	-16	-10	-9	5	-3
ABHD5 PLIN5 PPI	-9	2	-5	4	6	3	4	5	6	5
Vif imaging	-9	1	7	-15	1	-6	4	-5	-4	i

# Results in ABHD5 PLIN5 PPI, Glyco luc inh and ABCB6 inh MLPCN, for some of the entries so far:
No.	Compound	ABHD5 PLIN5 PPI	Glyco luc inh	ABCB6 inh MLPCN
24	O=[N+]([O-])c1ccc2n[nH]nc2c1	-5	1	87
25	CCOC(=O)c1oc2ccccc2c1COC(=O)CNC(=O)c1ccc(C)cc1	-3	-1	93

# 3 of the entries above in order of the MC4R ag barr value, rising.
[39] O=C(NCCc1ccccn1)c1c(-c2ccccc2)sc2ccccc12
[35] COc1cc(OC)c(C2C(C#N)=C(C)NC(C)=C2C#N)c(C(=O)O)c1
[34] O=C(OCC(=O)N(C1CCCCC1)C1CCCCC1)c1ccccc1O
entry no.	39	35	34
ABCB6 inh MLPCN	95	97	94
MC4R ag barr	-0.9	-0.7	0.9
Granule exo inh	5	-3	9
MC4R antag cAMP	4	4	6
aDG glyco act	0.0	-0.1	0.2
Glyco luc inh	0	2	-3
TLR9-MyD88 inh	-2	-2	1
NOD2-RIPK2 inh	5	-6	-8
ABHD5 PLIN5 PPI	6	6	4
Vif imaging	-4	1	-15

# Additional entries
[41] CS(=O)(=O)N(CC(=O)NCc1ccco1)c1ccc(Cl)c(C(F)(F)F)c1
[42] COC(=O)c1cc(COC(=O)c2ccc3ccccc3n2)oc1C
[43] COC(=O)c1ccc(C(=O)OC)c(NC(=O)/C=C/C(=O)O)c1
[44] CCOc1cc(C(=O)NCC(C)CN(C)C)cc(OCC)c1OCC (configuration not stated)
[45] CCN(CC)C(=S)Nc1ccc2nc3n(c(=O)c2c1)CCCCC3
[46] COc1ccc(C(CC(=O)Nc2nccs2)n2cccc2)cc1 (configuration not stated)
[47] O=C(c1ccc(CS(=O)Cc2ccccc2Cl)o1)N1CCN(c2ccccn2)CC1 (configuration not stated)
[48] COC(=O)c1ccc(C(=O)Nc2nc3cc(N)c(C)cc3s2)cc1
[49] Cn1c(=O)[nH]c(=O)c2c1nc(SCCN1CCOCC1)n2Cc1ccccc1
[50] CC1(C)CC(=O)N(CC(=O)N2CCN(c3ncccn3)CC2)c2ccccc2S1(=O)=O
entry no.	41	42	43	44	45	46	47	48	49	50
ABCB6 inh MLPCN	90	93	98	101	95	106	88	98	90	101
MC4R ag barr	-1.6	2.7	-1.8	-1.8	1.0	0.4	0.0	11*	-2.2	0.0
Granule exo inh	4	-3	9	0	-1	-2	8	0	-2	3
MC4R antag cAMP	11	16	12	-1	4	3	-3	-1	8	-8
aDG glyco act	0.0	0.0	0.2	-0.3	-0.3	0.4	0.2	-0.1	-0.2	-0.1
Glyco luc inh	0	0	1	2	2	-5	0	2	2	1
TLR9-MyD88 inh	-1	-8	-5	0	1	-6	2	0	3	-1
NOD2-RIPK2 inh	11	6	0	-12	5	-9	-25	-5	-4	-16
ABHD5 PLIN5 PPI	0	2	2	-6	0	10	12	0	4	-9
Vif imaging	12	1	x	u	-2	9	-3	6	8	7

[51] CCOc1cccc(-c2nn3c(-c4ccco4)nnc3s2)c1
[52] CCCCc1ccc(N=N/C(C(=O)Nc2cc(OC)c(NC(C)=O)cc2OC)=C(/C)O)cc1
[53] Cc1ccsc1-c1cc2nc(Nc3ccc(F)cc3)n(C)c(=O)c2s1
[54] CCS(=O)(=O)c1ccc2c(c1)N(S(C)(=O)=O)CC(C(=O)NN)O2 (configuration not stated)
[55] Cc1cc2c(cc1C)-c1nnnn1C(C)(C)C2
[56] COc1cccc(C(=O)COc2ccc(NC(=O)c3cccs3)cc2)c1
[57] Cc1ccc(NC(=O)COC(=O)Cc2csc(-c3cccc(F)c3)n2)cc1C
entry no.	51	52	53	54	55	56	57
ABCB6 inh MLPCN	95	99	95	93	103	97	96
MC4R ag barr	1.2	3.4	2.4	0.6	-1.6	0.2	0.6
Granule exo inh	2	1	-3	0	-3	-1	5
MC4R antag cAMP	7	16	5	13	1	5	4
aDG glyco act	0.2	-0.8	-0.5	0.0	0.0	0.0	2.1
Glyco luc inh	2	4	1	-1	1	-1	4
TLR9-MyD88 inh	-1	-6	x	-8	-6	-8	-2
NOD2-RIPK2 inh	-4	-2	-13	-2	4	-9	-8
ABHD5 PLIN5 PPI	4	2	-1	5	0	1	-5
Vif imaging	1	6	x	-8	13	1	0
